Screening data as filed in PubChem BioAssay.
WT yeast gro inh = growth inhibition of WT strain, primary screen, mitochondrial fusion inhibitor project, WT and mutant strains, chemical genetic; hit rate 2.1% among 190,000; inhibition, % at 10 µM; mitochondrial fusion phenotypic screen; in the data active means inhibition above about 58%; tested in S. cerevisiae
bCat nuc transl = modulators of beta-catenin nuclear translocation, primary screen, imaging, HeLa cells, immunofluorescence, high-content; nuclear translocation activity, % at 5 µM; hit rate 0.3% among 190,000; AID 1665, 2009;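 active means nuclear translocation activity above 50% at 5 µM, with a well cell count of 50 or more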;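 further: per-cell ratio of nuclear to cytoplasmic median beta-catenin stain intensity; plate controls were DMSO negative control for no effect and GSK-3 inhibitor IX positive control for full effect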
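Assay system: human HeLa cells, native beta-catenin; doses: 5 µM primary, 0.02–20 µM confirmation; incubation: compound treatment 24 h, 37°C, 5% CO2; technique: fluorescence imaging of beta-catenin antibody stain plus DAPI; measure: % activation, nuclear-to-cytoplasmic median beta-catenin signal ratio per cell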
MT stabilize HCS = microtubule stabilizers in HeLa cells, primary screen, imaging, high-content imaging. hit rate 0.83% among 200,000. AID 2205, 2009. % tubulin-high responders, % at 10 µM. HeLa tubulin immunostaining HCS, 24 h; share of cells brighter than vehicle mean+2SD;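 active means plate Z-score above 3 for both tubulin-high and condensed-nucleus cell shares, with cell loss under 80%, at 10 µM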;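 further: anti alpha tubulin signal scored within the nucleus-defined area of each cell; some results filed as inactive read as strong as hits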
Dynein cargo inh = inhibitors of GR-EGFP nuclear translocation, primary screen, dynein cargo transport inhibitor project, imaging, high-content, 3617.4 mouse cells | test concentration mostly 20 µM; stimulated with dexamethasone, 1 µM; active compounds read low | z-score, hits read low | hit rate 0.47% among 220,000 | AID 1381, 2008;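 active means plate z-score of nuclear minus cytoplasmic receptor signal below a set negative limit, without overly bright fluorescence or cell loss, cut at about -3.5 in these data, passing the limit was not always enough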;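 further: z-score of nuclear minus cytoplasmic ring GR-EGFP intensity difference per well; some compounds called inactive have numbers as strong as hits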
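Buffer or medium – tet-free medium with charcoal-stripped serum · Signal – automated 10x imaging of fixed Hoechst-stained cells · Also added – dexamethasone agonist, 1.0 µM final, for 30 min · Incubation – induction 48 h, compound 1 h, agonist 30 min · Read-out – GR-EGFP nuclear translocation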
P. falciparum M17LAP = P. falciparum M17LAP inhibitors, primary screen, biochemical, fluorogenic H-Leu-NHMec substrate, 1536-well (AID 1619); recombinant M17LAP, H-Leu-NHMec fluorogenic kinetic assay; higher % means a stronger effect; inhibition, % at 30 µM, or IC50 in µM where a hit was titrated; hit rate 0.38% among 220,000;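 active means compound inhibiting the enzyme by more than half at any dose during confirmatory dose-response retesting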;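 further: plate controls were full reaction with DMSO carrier for no effect and no enzyme background for full effect; strong numbers were not always called active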
T cell modulator = modulators of CD8 T cell-vesicle binding, primary screen, mouse 2C CD8+ T cells, flow cytometry | 2C CD8+ T cell-vesicle binding; active compounds read low | calls only at 7 µM | hit rate 0.068% among 330,000;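 active means response, share of CD8 T cells binding vesicles, and their 90th percentile fluorescence all below set limits, cut at about 80% in these data, passing the limit was not always enough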
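Benchmarks: naked versus QL9-loaded vesicles / Assay system: purified 2C TCR transgenic mouse naive CD8+ T cells / Technique: high-throughput flow cytometry with anti-B7-1 and anti-CD8 staining / Timing: Cell–vesicle co-incubation 1.5 h at 37 °C, staining 20 min on ice / Read-out: percent CD8+ FL2 mean versus row control / Probe or stimulus: QL9-loaded Drosophila micro-vesicles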
Yfh1-off respiration = enhancers of respiration in Yfh1-depleted yeast, dose response, Friedreich's ataxia, plus single-dose screen (AID 1465) | S. cerevisiae Yfh1-off respiration, WST-1 reduction, 72 h; higher fold induction means a stronger effect | one-dose fold induction at 50 µM; EC50 in µM for titrated hits | hit rate 0.074% among 220,000;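 active means fold induction of absorbance versus untreated yeast above a set limit, then at least 30% activation at any dose in follow-up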;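 further: activators that raise dye reduction in frataxin-depleted yeast; strong numbers were not always called active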
Autophagy mod = autophagy modulators in MEF cells, primary screen, imaging, high-content, MEF GFP-LC3. MEF GFP-LC3 puncta imaging; test concentration mostly 10 µM. calls only at 10 µM (by protocol). hit rate 0.98% among 190,000. AID 463193, 2010;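 active means percentage of spot-positive cells more than 3 SD above its plate mean, without a fluorescence outlier flag or 80% toxicity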;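 further: spot-positive cell cutoff set from DMSO-treated cells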
M1AAP inhibition = P. falciparum M1AAP inhibitors, biochemical, fluorogenic H-Leu-NHMec substrate, 1536-well (AID 1445); hit rate 0.42% among 220,000; inhibition, % at 30 µM, or IC50 in µM where a hit was titrated; recombinant M1AAP, H-Leu-NHMec fluorogenic kinetic assay; higher % means a stronger effect;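 active means primary inhibition above the hit cutoff, then over 50% inhibition at one or more dose response concentrations, cut at about 23% in these data, passing the limit was not always enough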;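 further: plate controls were DMSO full reaction for no effect and no enzyme background for full effect; strong numbers were not always called active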
WT yeast gro inh mutant strain = second read-out of WT yeast gro inh, no call of its own (marks repeat the call); inhibition, %; mitochondrial fusion phenotypic screen, mutant strain inhibition
Dynein cargo inh cytoplasmic EGFP = also measured in Dynein cargo inh; calls as there; z-score; measured here: cytoplasmic GR-EGFP intensity; active compounds read high
Dynein cargo inh nuclear GR-EGFP = recorded beside Dynein cargo inh, whose call it bears; z-score; measured here: nuclear GR-EGFP intensity;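 lower value marks the stronger effect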
Dynein cargo inh cell count = recorded beside Dynein cargo inh, whose call it bears; z-score; measured here: cell count per field
bCat nuc transl cell count 5 µM = further read-out of bCat nuc transl, marked with its call; cell count; measured here: cell count, cytotoxicity flag
T cell modulator vesicle-bound % = further read-out of T cell modulator, marked with its call; double positive events, %; measured here: CD8+ vesicle-bound cell fraction;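 binding gate set so that unloaded-vesicle control wells show 10% double positive cells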
MT stabilize HCS Hoechst-high % = second read-out of MT stabilize HCS, no call of its own (marks repeat the call); % Hoechst-high responders; measured here: nuclear condensation Hoechst responders;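 share of cells brighter than vehicle mean plus two SD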
MT stabilize HCS cytotoxicity % = further read-out of MT stabilize HCS, marked with its call; toxicity, %; measured here: cytotoxicity by cell density;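 0% = mean cell density of plate MIN control wells and 100% = no cells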
Autophagy mod cell loss 18 h = further read-out of Autophagy mod, marked with its call; toxicity, %; measured here: cell loss, nuclei count;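 cell loss after 18 h compound exposure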
* hit, by the source's call; i = inactive; x = no result given.

smiles	WT yeast gro inh	WT yeast gro inh mutant strain	bCat nuc transl	bCat nuc transl cell count 5 µM	MT stabilize HCS	MT stabilize HCS Hoechst-high %	MT stabilize HCS cytotoxicity %	Dynein cargo inh	Dynein cargo inh cytoplasmic EGFP	Dynein cargo inh nuclear GR-EGFP	Dynein cargo inh cell count	P. falciparum M17LAP	T cell modulator	T cell modulator vesicle-bound %	Yfh1-off respiration	Autophagy mod	Autophagy mod cell loss 18 h	M1AAP inhibition
COc1ccccc1NC(=O)Cc1noc(CSc2nnc(C)s2)n1	4	-5	-4.9	855	2.5	1.0	1.4	1.4	-0.42	0.44	0.47	-5%	i	36	i	i	-6	-1%
CCOC(=O)c1cnc(SC)nc1Oc1cccc(NS(=O)(=O)c2ccccc2)c1	11	12	-1.7	807	4.2	1.7	10	1.1	-0.25	0.94	-0.72	12%	i	21	i	i	3	1%
O=C(CCCCn1c(=O)c2ccccc2n(Cc2ccc(Cl)cc2)c1=O)NCc1ccco1	8	10	x	x	3.2	2.1	3.5	-0.097	-0.035	0.22	-0.41	0%	i	38	i	i	7	4%
CCN1C/C(=C/c2cccs2)c2nc3ccccc3c(C(=O)O)c2C1	x	x	-0.2	1370	x	x	x	0.93	-0.18	0.3	-0.45	8%	i	34	i	x	x	2%
CN(C)/C=N/c1ncc(C(=O)c2ccc(-c3ccccc3)cc2)s1	56	16	1.4	1105	4.0	2.6	3.3	0.5	-0.38	0.086	-0.18	2%	i	29	i	i	25	5%
COC(=O)N/N=C/c1cc(Cl)c(OCc2ccccc2F)c(OC)c1	x	x	-0.9	1438	x	x	x	3.7	-0.085	2.4	-2.8	4%	i	61	i	x	x	-4%
COCCOC(=O)/C=C1/NC(=O)CS1	-7	-16	-0.9	1077	4.1	1.9	12	0.72	0.047	0.58	-0.52	3%	i	27	i	i	0	-7%
Clc1cc(Cl)cc(CSc2nnc(-c3sccc3-n3cccc3)o2)c1	15	-5	0.0	1336	1.9	1.5	10	-0.43	-0.11	-0.24	0.42	-5%	i	32	i	i	-8	-2%
C=C(C)Cn1cnc2cc(C)c(C)cc21	5	5	0.0	1052	5.9	3.2	0.4	-1.3	-0.28	-0.65	1.6	49%	i	38	i	i	-25	-2%
Cc1ccc(-n2[nH]c(C)c(CCC#N)c2=O)cc1	10	17	x	x	2.2	3.2	0.9	0.77	-0.22	0.57	-0.7	17%	i	58	i	i	7	2%
COC1OC(CO)C(O)C(O)C1O (stereo unspecified)	-3	-6	-1.6	1160	2.6	2.2	6.2	-0.69	-0.29	-0.35	0.54	-8%	i	34	i	i	-1	-4%
O=C(Nc1ccc(Cl)cc1)Nc1ccc(S(=O)(=O)Nc2ncccn2)cc1	-18	-11	-1.4	1140	1.2	2.1	7.2	-0.61	-0.24	-0.18	0.42	-3%	i	40	i	i	-4	1%
Cc1cc(OCc2ccccc2)ccc1/C(O)=C1/C(=O)C(=O)N(Cc2cccnc2)C1c1ccncc1 (stereo unspecified)	x	x	-2.0	1200	x	x	x	-1.1	-0.12	-0.59	0.6	-1%	i	17	i	x	x	14%
CC(=O)Nc1cc2cc(NS(=O)(=O)c3ccc(C)cc3)ccc2oc1=O	x	x	-0.6	1284	x	x	x	0.21	-0.21	0.64	0.12	1%	i	33	i	x	x	5%
COc1ccc(N2C(=O)CC(NCc3cccs3)C2=O)cc1 (stereo unspecified)	-1	-7	-6.9	957	1.7	1.3	7.3	1	-0.19	1.3	-0.72	-2%	i	22	i	i	8	7%
O=C(OCc1ccc(Cl)cc1)c1cccnc1Cl	-3	-7	2.6	1132	3.2	2.7	0.7	-0.68	-0.26	-0.28	-0.033	-11%	i	64	i	i	0	5%
COc1cccc(C(=O)Nc2nnc(-c3cccs3)o2)c1	56	37	x	x	3.7	3.1	5.1	0.02	-0.13	0.059	-0.051	22%	i	39	i	i	-31	-5%
O=C1c2cccc3cccc(c23)C(=O)N1OS(=O)(=O)c1ccc(Cl)cc1	-6	18	-1.3	826	3.8	1.8	7.0	-1.4	0.0029	-0.97	3	-3%	i	64	i	i	-4	1%
CC(=O)NNC(=O)c1csc(Cc2c(Cl)sc3ccc(Cl)cc23)n1	x	x	-0.8	1248	x	x	x	-0.068	-0.27	0.49	0.86	-8%	i	20	i	x	x	-11%
CCOc1ccc(C2C3=C(CCCC3=O)OC(N)=C2[N+](=O)[O-])cc1 (stereo unspecified)	x	x	0.2	1358	x	x	x	0.79	-0.25	-0.029	-0.43	-4%	i	35	i	x	x	4%
CC(=O)c1ccc(NC(=S)Nc2cccc(Cl)c2C)cc1	-5	8	-4.4	1019	2.2	2.0	6.6	-0.49	-0.31	-0.17	0.91	7%	i	24	i	i	2	-4%
CC(=O)OC12CC3CC(C1)C(=NO)C(C3)C2	7	13	-0.5	1058	3.9	2.3	5.5	0.31	-0.26	0.088	-0.5	9%	i	30	i	i	-4	8%
COC(=O)c1ccccc1C(=O)c1ccc2c(c1)NC(=O)CO2	-1	7	-0.4	1038	5.0	3.0	11	-0.38	-0.36	0.029	1.2	2%	i	44	i	i	-10	-4%
CCOC(=O)c1cnc(SCC(=O)Nc2ccc(NC(=O)CC)c(OC)c2)nc1N	4	9	-0.5	1108	2.0	2.2	17	0.54	0.35	0.48	0.24	24%	i	38	i	i	29	4%
CCOc1ccc(Nc2oc(-c3ccc(Cl)cc3)nc2C#N)cc1	15	3	0.0	1249	33*	11*	43*	-0.48	-0.21	-0.45	-0.054	0%	i	34	i	i	17	2%
COC(=O)c1ccc(N2CCCCC2)c(N)c1	-38	-3	0.4	1513	1.5	1.8	7.3	-0.88	-0.26	-0.64	0.87	-14%	i	36	i	i	-1	14%
CC1CCN(c2ccc(NC(=O)c3cccnc3)cc2)CC1	-5	-11	x	x	2.0	2.4	4.7	0.3	-0.065	0.59	-0.18	7%	i	44	i	i	-1	13%
CCn1c(CNC(=O)C23CC4CC(CC(C4)C2)C3)nnc1SC	-13	-4	1.3	1118	2.3	1.8	4.9	0.0095	-0.29	-0.016	0.79	4%	i	35	i	i	40	0%
Cc1cc2c(C)nc3ccccc3c2o1	-13	-3	-4.2	576	2.4	1.5	1.5	-0.48	-0.25	-0.22	0.2	-6%	i	37	i	i	-6	3%
Cc1ccccc1C(=O)N(Cc1nc2ccccc2c(=O)[nH]1)C1CCCC1	-1	-5	0.1	1478	2.4	2.5	7.6	-0.14	-0.19	-0.092	-0.8	11%	i	67	i	i	-5	13%
S=c1nc[nH]c2c1[nH]c1ccccc12	-10	-9	-0.2	937	4.2	1.0	2.5	0.021	-0.13	-0.13	0.6	-6%	i	48	i	i	-28	12%
S=C(Nc1ccc(Cl)cc1)N1CCOCC1	x	x	x	x	3.2	1.8	6.4	0.48	-0.22	0.83	0.89	x	i	18	i	i	8	x
COc1ccc(NC(=O)CSc2nnc(Cn3c(=O)sc4ccccc43)n2C)c(OC)c1	1	5	-4.5	1266	1.8	3.1	6.0	-0.67	-0.16	-0.014	-0.25	9%	i	41	x	i	12	11%
Cc1cnc(NC(=O)CSc2nc3ccccc3s2)s1	28	17	x	x	1.8	2.3	3.6	0.6	-0.14	0.41	1.5	13%	i	17	i	i	10	5%
CC(=O)O[C@]1(C(C)=O)CC[C@H]2[C@@H]3C=C(Cl)C4=CC(=O)CC[C@]4(C)[C@H]3CC[C@@]21C	34	-6	-3.0	477	2.9	1.6	8.9	-0.3	-0.26	0.032	0.8	3%	i	20	i	i	21	-8%
CC(C)C1=NN(C(=O)c2cccnc2)C(O)(C(F)(F)F)C1 (stereo unspecified)	0	27	x	x	0.9	2.2	9.3	1.1	-0.19	0.21	-1.2	-5%	i	25	i	i	-4	8%
CC(=O)Nc1ccc(S(=O)(=O)NC(C)C(=O)OCC(=O)NC2CCCC2)cc1 (stereo unspecified)	0	-11	-0.6	925	2.4	3.3	2.7	-0.091	-0.28	-0.29	-0.083	11%	i	38	i	i	-2	-1%
CCOC(=O)c1cnn(-c2cc(C)nc3c(-c4ccc(Cl)cc4)c(C)nn23)c1N	-11	-19	1.0	1326	2.6	3.1	3.5	-0.47	-0.15	-0.33	-0.27	-9%	x	x	i	i	9	-5%
